# EPAC1 agonist = agonists of human EPAC1. O95398. EPAC1 agonist qHTS, biochemical assay; response scale: 100% = response to 6.5 mM cAMP. Potency, µM (highest dose often 154 µM), for the others: top-dose activation, hits mostly activators. hit rate 0.073% among 360,000; further: potency means the concentration at half of the fitted maximal effect; nearly all actives have a fitted effect of over 60% in size
#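 EPAC1 100 nM, Rap1B–BODIPY-GDP 250 nM, unlabeled GDP 50 uM; compound titration; 5 min RT; kinetic read ex480/em540 at 5-min intervals ×30 min; data normalized to 6.5 mM cAMP agonist control.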
# EPAC2 antag = EPAC2 (human) antagonism; Q8WZA2; EPAC2 GEF exchange of Rap1B-BODIPY-GDP, fluorescence; Potency, µM (highest dose often 114 µM), without a hit: top-dose activity, negative = inhibition, usual class: inhibitors; hit rate 0.18% among 360,000; AID 720708; further: potency means the concentration at half of the fitted maximal effect; on the % scale 0 is the no-effect control and ±100 the full control effect; nearly all actives have a fitted effect of over 45% in size; many of its hits are not listed in these tables
# WRN inhibitor = inhibitors of human WRN helicase | WRN helicase unwinding, fluorescent forked duplex, kinetic | Potency, µM (highest dose often 114 µM), for inactives: at the highest dose activity change, negative = inhibition, actives largely listed as inhibitors | hit rate 0.46% among 360,000; further: potency means the concentration at half of the fitted maximal effect; on the % scale 0 is the no-effect control and ±100 the full control effect; nearly all actives have a fitted effect of over 55% in size
# Target sequence (Q14191 whole entry, looked up): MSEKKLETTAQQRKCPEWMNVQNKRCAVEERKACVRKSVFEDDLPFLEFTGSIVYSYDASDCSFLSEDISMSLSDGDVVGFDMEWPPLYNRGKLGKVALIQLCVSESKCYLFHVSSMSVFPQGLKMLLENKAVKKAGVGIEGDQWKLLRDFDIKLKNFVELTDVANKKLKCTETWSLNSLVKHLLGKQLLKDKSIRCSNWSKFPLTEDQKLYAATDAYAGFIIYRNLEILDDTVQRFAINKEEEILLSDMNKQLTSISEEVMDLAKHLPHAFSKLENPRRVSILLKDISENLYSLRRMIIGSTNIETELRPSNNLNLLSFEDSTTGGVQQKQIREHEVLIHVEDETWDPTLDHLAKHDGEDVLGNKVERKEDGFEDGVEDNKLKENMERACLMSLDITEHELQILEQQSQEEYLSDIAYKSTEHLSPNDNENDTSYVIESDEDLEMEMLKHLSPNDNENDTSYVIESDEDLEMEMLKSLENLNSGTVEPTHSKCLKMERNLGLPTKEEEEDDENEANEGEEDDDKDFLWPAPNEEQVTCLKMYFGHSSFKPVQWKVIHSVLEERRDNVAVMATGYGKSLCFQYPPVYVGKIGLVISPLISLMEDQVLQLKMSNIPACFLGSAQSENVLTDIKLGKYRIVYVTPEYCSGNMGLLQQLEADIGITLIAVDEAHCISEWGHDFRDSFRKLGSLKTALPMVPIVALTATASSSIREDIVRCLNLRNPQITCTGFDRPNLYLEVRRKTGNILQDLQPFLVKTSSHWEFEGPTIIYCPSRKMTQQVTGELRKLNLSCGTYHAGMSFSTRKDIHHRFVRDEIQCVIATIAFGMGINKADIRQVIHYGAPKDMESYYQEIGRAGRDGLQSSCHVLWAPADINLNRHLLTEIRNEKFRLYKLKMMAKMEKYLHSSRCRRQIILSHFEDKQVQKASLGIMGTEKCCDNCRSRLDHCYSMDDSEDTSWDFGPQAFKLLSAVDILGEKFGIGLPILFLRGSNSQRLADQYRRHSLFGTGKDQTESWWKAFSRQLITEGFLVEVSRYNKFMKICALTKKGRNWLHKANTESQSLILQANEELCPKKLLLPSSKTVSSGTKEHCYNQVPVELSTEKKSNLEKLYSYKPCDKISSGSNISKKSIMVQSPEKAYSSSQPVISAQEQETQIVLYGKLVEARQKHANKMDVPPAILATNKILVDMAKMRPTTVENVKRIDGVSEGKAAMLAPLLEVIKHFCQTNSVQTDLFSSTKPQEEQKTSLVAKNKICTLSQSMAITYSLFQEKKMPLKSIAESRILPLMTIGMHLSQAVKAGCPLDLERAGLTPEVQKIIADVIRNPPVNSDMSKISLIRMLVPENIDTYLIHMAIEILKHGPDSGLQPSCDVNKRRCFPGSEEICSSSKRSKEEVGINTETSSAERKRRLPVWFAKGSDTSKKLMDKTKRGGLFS
#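 Enzyme (20 nM final) and test compound sit together 15 min at room temperature before substrate addition. Substrate is a single-forked duplex oligonucleotide (100 nM) labelled with fluorophore and quencher, with 2 mM ATP; helicase unwinding raises red fluorescence, read kinetically.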
# PI5P4Ka inh = PI5P4K alpha (human) kinase inhibition; AID 652105; max response, %; PI5P4Kalpha enzyme, ADP-Glo luminescence, 60 min; hits give low values; hit rate 1.2% among 330,000; active means max response of -50% or lower; inconclusive means between -30% and -50%; inactive means -30% or higher; further: value at the top dose of about 77 µM; on the % scale 0 is the no-effect control and ±100 the full control effect
#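 qHTS, 1536-well: enzyme/substrate mix, compound by pin tool, 5 microM ATP final; RT 60 min; ADP-Glo reagents 1 (45 min) then 2 (30 min); luminescence.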
# EPAC1 antagonist = EPAC1 (human) antagonism | O95398 | EPAC1 GEF assay, Rap1b-BODIPY-GDP exchange fluorescence | Potency, µM (top dose mostly 115 µM), for the others: at the top dose activity change, negative = inhibition, most hits filed as inhibitors | hit rate 0.14% among 360,000;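 further: potency means the concentration at half of the fitted maximal effect; plate controls were vehicle for no effect and positive control for full effect; nearly all actives have a fitted effect of over 50% in size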
# PLK1 PBD block = inhibitors of human PLK1 polo-box domain binding; P53350; Plk1 PBD binding of FITC phosphopeptide, fluorescence polarization; Potency, µM, for inactives: max response, negative = inhibition, hits mostly inhibitors; hit rate 2.8% among 360,000; further: potency means the concentration at half of the fitted maximal effect; series mostly up to about 57 µM; on the % scale 0 is the no-effect control and ±100 the full control effect; nearly all actives have a fitted effect of over 65% in size
# MmCpn inh = blocks the Methanococcus maripaludis chaperonin Mm-Cpn. purified Mm-Cpn ATPase, ADP Transcreener TR-FRET. Potency, µM (highest dose often 76.9 µM), for the others: at the highest dose activity, negative = inhibition, most hits filed as inhibitors. hit rate 0.031% among 330,000; further: potency means the concentration at half of the fitted maximal effect; on the % scale 0 is the no-effect control and ±100 the full control effect; nearly all actives have a fitted effect of over 80% in size
#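 Inhibition of chaperonin ATP hydrolysis is measured as reduced ADP production, detected by competitive TR-FRET in which signal falls with ADP. Final enzyme 25 nM and ATP 10 uM, reacted 30 min at 37°C.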
# CCT chaperon mod = changes cytosolic chaperonin activity; purified chaperonin ATPase assay, HTRF ADP detection, 30 min; AID 651819; hit rate 0.3% among 360,000; activity change, % (concentration not given with the values), hits read low; in the data active means activity change below about -30%; further: on the % scale 0 is the no-effect control and ±100 the full control effect
#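 ATPase activity: ADP formed was measured by HTRF Transcreener (665/615 nm ratio) after 30 min at 37 deg C with 10 uM ATP. Compounds screened at one 76 uM concentration against 40 or 20 nM TRiC in Tris pH 7.4/KCl/MgCl2/DTT buffer.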
# Active calls of the source: *; ? = inconclusive; . = not tested or not shown; & = joins results of further samples; [ ] = another dose, or the depositor's remark. Unless noted, the call rests on the fitted dose curve; in most records, active means well fitted curve in the direction sought with a large enough effect; inconclusive means small, poorly fitted or top-dose-only effect, or another doubt; inactive means no such curve, though single readings can be large; an effect the other way counts as inactive or inconclusive. An excerpt; count on the stated rates, not on these rows.
No.	Structure	EPAC1 agonist	EPAC2 antag	WRN inhibitor	PI5P4Ka inh	EPAC1 antagonist	PLK1 PBD block	MmCpn inh	CCT chaperon mod
1	CCC(=O)NC(=S)Nc1ccc(NC(=O)c2ccccc2[N+](=O)[O-])cc1	0%	-1%	-8%	-7	-4%	-9%	0%	-2.2
2	O=C1CC(c2ccccc2)CC(O)=C1C=Nc1ccccc1O (stereo not given)	-8%	-1%	-9%	-3	-2%	1%	1%	-3.7
3	CCOc1ccc(NS(=O)(=O)c2ccc3c(c2)CCN3C(=O)CCC(=O)O)cc1	-6%	7%	-3%	.	6%	-1%	-1%	-0.6
4	COc1cc(/C=N/NC(=O)c2ccc3nc[nH]c3c2)cc(OC)c1OC	2%	0%	-15%	-12	-4%	3%	-1%	-2.1
5	COc1ccc(NS(=O)(=O)c2ccc(C)c(C(=O)NC3CCN(Cc4ccccc4)CC3)c2)cc1	6%	-10%	-30%	1	-10%	-12%	0%	0.0
6	COC(=O)c1cn[nH]c1NC(=S)Nc1ccc(Cl)c(Cl)c1	3%	1%	0%	.	-7%	-4%	-11%	1.1
7	Cc1cccc(N(CC(N)=O)S(C)(=O)=O)c1C	5%	4%	5%	1	3%	-5%	0%	-1.5
8	COc1ccc2sc(-c3ccccc3OC)c(-c3ccc(OCCN(C)C)cc3)c2c1	8%	4%	-5%	38	-5%	-10%	?	-0.9
9	Cc1noc(C)c1NC(=O)N(C)C[C@H]1OCCCC[C@@H](C)Oc2ccc(NC(=O)c3ccccc3)cc2C(=O)N([C@H](C)CO)C[C@@H]1C	1%	18%	2%	2	-3%	-23%	.	-2.0
10	NC(N)=NS(=O)(=O)c1ccc(N/C=C\C(=O)c2ccncc2)cc1	1%	26%	-4%	-10	-5%	-2%	-4%	1.1
11	Cc1ccc(C2C3=C(CCCC3=O)Nc3nc(SCC(=O)NCc4ccco4)[nH]c(=O)c32)cc1 (stereo not given)	-1%	-1%	-11%	2	-7%	-9%	-1%	-0.6
12	CC[C@]12c3[nH]c4cc(CCC(=O)N(C)C)ccc4c3CCN1C(=O)[C@@H](CC(=O)NCCN1CCOCC1)C[C@@H]2C(=O)N1CCN(C(=O)C2CC2)CC1	-2%	0%	-7%	2	-11%	-9%	-1%	0.5
13	O=C(Cc1cccc(NC(=O)C2CCN(C(=O)c3ccccc3)CC2)c1)Nc1cccc(C(=O)N2CCOCC2)c1	-14%	0%	-2%	2	-6%	-10%	.	-1.2
14	COc1ccc(CCNC(=O)CN(c2cc(C)cc(C)c2)S(=O)(=O)c2c(C)noc2C)cc1OC	-9%	-15%	3%	7	-23%	1%	2%	-2.1
15	CC(=O)c1ccccc1NC(=O)Cn1c(=O)cnc2ccccc21	2%	18%	-2%	2	4%	-2%	0%	0.3
16	COCc1cc(C)nc2oc(C(=O)c3ccccc3)c(N)c12	4%	10%	-1%	1	-11%	0%	-1%	-2.4
17	CCN(CC)C(=O)CSc1nnc(CCN)o1	6%	-1%	1%	.	7%	-7%	0%	-0.9
18	Cc1ccnc(SCc2ccc(C(=O)O)cc2)n1	8%	1%	-27%	?	-4%	12µM*	0%	-0.5
19	CC(Oc1ccc(Cl)cc1Cl)c1nc(-c2ccc(NC(=O)c3cccnc3)cc2)no1 (stereo not given)	24%	10%	-31%	21	-9%	-5%	0%	-0.7
20	COC(=O)c1cc(NC(=O)CSc2ncn[nH]2)ccc1Cl	2%	-4%	-5%	-4	-30%	-7%	1%	-7.1
21	COc1ccc(CN(C(=O)c2oc3ccc(F)cc3c2C)C2CCS(=O)(=O)C2)cc1 (stereo not given)	-1%	-5%	-18%	4	0%	-8%	-1%	-0.5
22	CC(C)CNC(=O)c1cccc2c1-c1ccccc1C2=O	-5%	1%	2%	0	-12%	1%	-9%	-1.5
23	N#Cc1ccc(CN2CCN(C(=O)C3CC(=O)N(c4ccccc4F)C3)CC2)cc1 (stereo not given)	8%	-3%	5%	2	-20%	-11%	0%	-2.1
24	COc1cc2ccc(=O)oc2c(O[C@@H]2O[C@H](CO)[C@@H](O)[C@H](O)[C@H]2O)c1O	-9%&-4%	15%&18%	0%&5%	4&0	5%&7%	-3%&-3%	-8%&-5%	-0.1&-0.6
25	CN(C)C=NCCn1c(N2CCOCC2)nc2c1c(=O)n(C)c(=O)n2C	7%	-3%	-30%[57.1 µM]	0	5%	-11%	-1%	-1.5
26	CCCCCN(C(=O)CCC(=O)OCC(=O)N(C)Cc1ccccc1C)c1c(N)n(CCCC)c(=O)[nH]c1=O	-3%	3%	20%	0	10%	-13%	2%	-2.2
27	N#Cc1cccc(NC(=O)CSc2nnc(C3CC3)n2C2CC2)c1	-3%	13%	1%	0	-3%	0%	-1%	-2.8
28	O=C(N/N=C/C=C/c1ccccc1)c1ccccn1	3%	-10%	-10%	3	-11%	-1%	0%	2.5
29	Cc1cc(NC(=O)CCC(=O)N(CC(=O)NC2CCCC2)Cc2cccs2)no1	1%	6%	-19%[57.1 µM]	6	9%	-2%	-1%	4.4
30	CCN(CC)CCN(C(=O)CCS(=O)(=O)c1ccccc1)c1nc2cc3c(cc2s1)OCO3	-4%	-13%	-2%	-4	-14%	-15%	3%	-1.3
31	CN(C)c1nc(OCCNC(=O)Nc2ccccc2)nc(N2CCCCC2)n1	0%	-9%	-6%	5	-24%	-2%	-2%	-0.8
32	Cc1c(CC(=O)NCCCC(=O)O)c(=O)oc2cc3c(cc12)CCC(C)(C)O3	3%	3%	2%	-13	-13%	27µM*	-2%	0.8
33	C#CCOCCOCCOCCNc1nc(N2CCN(C(=O)[C@H]([C@@H](C)CC)n3cc(CCCN=C(N)N)nn3)CC2)nc(N2CCN(C(=O)[C@H](Cc3ccc(O)cc3)n3cc(CCO)nn3)CC2)n1	-11%	-3%	0%	5	-4%	-3%	0%	-1.7
34	CC(CCc1ccccc1)NC(=O)CCC(=O)N1CCC(C(N)=O)CC1 (stereo not given)	4%	9%	3%	3	7%	-5%	3%	0.2
35	Cn1nc(C(F)(F)F)c(C(=O)Nc2ccc(F)cc2F)c1Cl	12%	3%	-4%	9	-12%	-7%	-3%	-1.3
36	CCc1ccccc1NC(=O)CN(C)C(=O)CSc1nnc(Nc2ccc(C)cc2)s1	-13%	-1%	2%	1	-3%	-4%	2%	0.5
37	O=C(COc1ccc(Cl)cc1Cl)NNC(=O)c1cccnc1	-3%	0%	6%	4	-15%	-9%	1%	1.9
38	Cc1cc(C(=O)CSc2nc(N)cc(=O)[nH]2)ccc1F	-6%	-1%	3%	3	-8%	-15%	-2%	-15
39	c1ccc2[nH]c(Cn3nnc4ccccc43)nc2c1	-16%	1%	-16%	1	4%	-14%	-3%	-2.6
40	CC(=O)c1sc(NC(=O)c2cccc3ccccc23)nc1C	2%	?	1%	2	-8%	-10%	-1%	-0.7

# Whole records, looked up by structure. Order of screens: EPAC1 agonist | EPAC2 antag | WRN inhibitor | PI5P4Ka inh | EPAC1 antagonist | PLK1 PBD block | MmCpn inh | CCT chaperon mod
# Cc1c(CC(=O)NCCCC(=O)O)c(=O)oc2cc3c(cc12)CCC(C)(C)O3 in the list: 3% | 3% | 2% | -13 | -13% | 27µM* | -2% | 0.8
# CC(CCc1ccccc1)NC(=O)CCC(=O)N1CCC(C(N)=O)CC1 (stereo not given) in the list: 4% | 9% | 3% | 3 | 7% | -5% | 3% | 0.2

# (more compounds)
No.	Structure	EPAC1 agonist	EPAC2 antag	WRN inhibitor	PI5P4Ka inh	EPAC1 antagonist	PLK1 PBD block	MmCpn inh	CCT chaperon mod
41	Cn1c(=O)c2c(nc(SCC(=O)O)n2Cc2cccc(C(F)(F)F)c2)n(C)c1=O	-2%	-1%	-23%	0	-9%	-6%	-1%	-5.1
42	O=S(=O)(NCC(c1ccco1)N1CCN(c2ccccc2F)CC1)c1ccc(F)cc1 (stereo not given)	3%	-19%	-3%	1	?	0%	1%	-2.1
43	CC(C)OC(=O)c1ccc(S(N)(=O)=O)o1	7%	4%	-16%	-7	0%	-8%	0%	-1.5
44	O=C(c1ccccc1)c1ccc(N2CCOCC2)cc1	-1%	-1%	7%	4	12%	-7%	.	0.3
45	Cc1cccc[n+]1CC(=O)N1c2ccccc2Sc2ccccc21	3%	4%	-3%	1	-26%	-3%	2%	-3.4
46	O=C(N/N=C/c1ccccn1)c1cc(-c2ccc(Br)cc2)nc2ccccc12	21%	-14%	?	-1	4%	-11%	0%	-1.2
47	O=C(Oc1c(Br)cc([N+](=O)[O-])cc1Br)c1cccnc1	0%	-22%	?	-15	-12%	19µM*	-1%	-2.8
48	C#CCNC(=O)C[C@@H]1C[C@@]2(C(=O)OC)CCCCC=C2N(Cc2cccc3ccccc23)C1=O	6%	-7%	1%	0	-19%	3%	.	1.1
49	COc1cccc(CN(C)C(=O)CCN(c2ccccc2)S(=O)(=O)c2ccc(C)cc2)c1OC	15%	-11%	-2%	9	-21%	-8%	2%	-1.9
50	Cn1cccc1C(=O)Nc1nc(-c2ccccn2)cs1	4%	2%	4%	-27	7%	?	-1%	-0.5
51	O=C(O)c1ccccc1C(=O)OCc1ccccc1	6%	18%	3%	-8	-1%	0%	.	2.1
52	CCc1ccc(C(O)c2ncc(-c3cccc(C)c3)[nH]2)cc1 (stereo not given)	-2%	-13%	3%	-3	-11%	-4%	.	-1.3
53	Cc1c(Cl)cccc1NC(=O)Nn1cnnc1	9%	-2%	0%	0	-2%	-4%	-1%	-0.1
54	COCc1cccc(-c2csc(C(O)c3ccccc3)n2)c1 (stereo not given)	3%	3%	-6%	-4	-6%	7%	.	-4.0
55	Cc1cc(C)n2ncc(/C(N)=N/OC(=O)Nc3ccc(Cl)cc3)c2n1	-10%	1%	2%	5	2%	-2%	-1%	-1.3
56	CCOC(=O)C1CCCN(Cc2ccc(OCc3ccccc3)c(OC)c2)C1 (stereo not given)	-7%	-8%	3%	1	-14%	-4%	-1%	0.1
57	CCCCc1nc(NCCO)c(C#N)c2c1CCCC2	-4%	-25%	5%	-3	-7%	-16%	-1%	-1.3
58	O=c1c2c3c(sc2ncn1/N=C/c1ccccc1)CCCC3	14%	-6%	-12%	22	-8%	3%	1%	1.5

# Among those listed so far, these have a thiophene ring, fused or not:
No.	Structure	EPAC1 agonist	EPAC2 antag	WRN inhibitor	PI5P4Ka inh	EPAC1 antagonist	PLK1 PBD block	MmCpn inh	CCT chaperon mod
8	COc1ccc2sc(-c3ccccc3OC)c(-c3ccc(OCCN(C)C)cc3)c2c1	8%	4%	-5%	38	-5%	-10%	?	-0.9
29	Cc1cc(NC(=O)CCC(=O)N(CC(=O)NC2CCCC2)Cc2cccs2)no1	1%	6%	-19%[57.1 µM]	6	9%	-2%	-1%	4.4
58	O=c1c2c3c(sc2ncn1/N=C/c1ccccc1)CCCC3	14%	-6%	-12%	22	-8%	3%	1%	1.5

# Bioassay records (PubChem BioAssay)
